Compound activity (PubChem)
PfHsp90 set2: reduces growth (ATP signal) of yeast expressing P. falciparum Hsp90; S. cerevisiae expressing PfHsp90, BacTiter-Glo ATP, 48 h; yeast lacking PDR1 and PDR3 efflux regulators; 310,000 compounds, 0.32% hits; AID 504621; inhibition, % at 9.4 µM;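 active = every replicate shows inhibition above about 80%, whatever the replicate mean, limit read from the data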;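 also: 0% = DMSO neutral controls and 100% = 20 µM radicicol positive controls; yeast relying on Plasmodium falciparum Hsp90 in place of its own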
PKA-R2B act: activates the human PKA-R2B holoenzyme complex | P22694+P31323 | PKA-R2B holoenzyme dissociation, Cy5-IP20 fluorescence polarization; R2B truncated from residue 108, S112A mutant; 0% DMSO only, 100% 113 µM cGMP | activation, % at 11.4 µM | 340,000 compounds, 0.079% hits | AID 504700;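 active = activation above a cutoff set at the mean over all compounds plus 3 SD, cut at about 18% in these data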;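 also: higher means more holoenzyme dissociation and a rise in polarization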
Target sequence (P31323 whole entry, looked up, other chains not shown, the tested form may be a part): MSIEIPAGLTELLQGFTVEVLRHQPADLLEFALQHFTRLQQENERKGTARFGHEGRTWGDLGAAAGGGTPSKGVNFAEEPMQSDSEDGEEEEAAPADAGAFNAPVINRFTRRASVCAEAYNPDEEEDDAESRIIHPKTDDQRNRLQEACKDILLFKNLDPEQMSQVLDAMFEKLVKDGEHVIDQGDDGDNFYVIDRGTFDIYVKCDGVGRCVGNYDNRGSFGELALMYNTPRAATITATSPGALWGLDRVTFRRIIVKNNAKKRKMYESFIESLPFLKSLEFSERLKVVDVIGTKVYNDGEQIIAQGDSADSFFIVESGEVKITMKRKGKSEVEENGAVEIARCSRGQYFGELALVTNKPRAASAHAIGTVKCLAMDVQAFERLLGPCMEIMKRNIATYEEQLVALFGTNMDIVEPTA
PKA-R1A act: PKA-R1A complex activation; AID 504707; activation, % at 11.4 µM; 340,000 compounds, 0.083% hits; PKA-R1A dissociation, Cy5-IP20 fluorescence polarization; scaled: DMSO 0%, 113 µM cGMP 100%;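 active = percent activation above the mean of all tested compounds plus 3 SD, cut at about 19% in these data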;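 also: higher means more PKAc released from R1A so a rise in polarization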
HTR5A inv ag: counter-screen for OPRM1-OPRD1 inverse agonists: human HTR5A inverse agonism; HTR5A cell line, luminescence; inhibition, % at 9.3 µM; 340,000 compounds, 0.083% hits; AID 504634; in the data active = inhibition mostly above about 23%, no sharp cut-off; inactive = mostly below about 18%;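 also: 0% = cells with DMSO and 100% = no-cell wells with DMSO; some compounds called inactive have numbers as strong as hits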
Target sequence (P47898 whole entry, looked up): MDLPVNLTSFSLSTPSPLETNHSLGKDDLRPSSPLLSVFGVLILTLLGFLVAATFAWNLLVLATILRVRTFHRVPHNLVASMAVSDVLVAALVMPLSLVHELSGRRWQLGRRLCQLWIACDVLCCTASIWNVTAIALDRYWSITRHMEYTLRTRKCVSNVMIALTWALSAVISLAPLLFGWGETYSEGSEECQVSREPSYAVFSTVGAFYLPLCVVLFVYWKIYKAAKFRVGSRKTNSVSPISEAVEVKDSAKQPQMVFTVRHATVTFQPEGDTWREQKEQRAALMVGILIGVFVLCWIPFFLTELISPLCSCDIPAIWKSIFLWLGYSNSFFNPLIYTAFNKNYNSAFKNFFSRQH
Tat export inh: inhibitors of E. coli Tat protein transport; E. coli MC4100 TorA-mCherry Tat export, fluorescence; inhibition, % at 10 µM; 340,000 compounds, 0.036% hits; AID 488895;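 active = mean replicate inhibition at least 50% and at least half of replicates individually reaching 50%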;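 also: exported cargo escapes ClpAP degradation while cytoplasmic cargo is degraded and loses fluorescence; 0% = median of neutral control wells and 100% = median of NaSCN control wells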
AddAB inh: less growth of phage-infected E. coli with AddAB; E. coli expressing H. pylori AddAB, absorbance growth; inhibition, % at 11.9 µM; 330,000 compounds, 0.29% hits; AID 435030; in the data active = inhibition above about 12%;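 also: 0% = vehicle wells of infected cells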
Mot1-301 SUMO: SUMOylation pathway inhibition by Mot1-301 growth rescue | S. cerevisiae Mot1-301 growth rescue, ATP luminescence, 38.5C; percent above DMSO median, 100 means doubled | 320,000 compounds, 1% hits | growth rescue, % at 18.8 µM;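 active = every valid replicate shows activation above 250% relative to neutral control wells; inactive = the rest, any valid replicate at or below 250%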;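 also: OY570 slx delta 5 strain wells were the positive control but not used for scaling; some compounds called inactive have numbers as strong as hits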
phage Ecoli inh: E. coli growth loss with phage present. growth absorbance. inhibition, % at 11.9 µM. 360,000 compounds, 0.26% hits; in the data active = inhibition above about 11%
MOR-DOR ag: OPRM1-OPRD1 heterodimerization agonism | 340,000 compounds, 0.3% hits | P35372+P41143 | activation, % at 9.3 µM | cells, luminescence; in the data active = activation above about 18%;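 also: 0% = vehicle-treated cells and 100% = reference agonist; values of inactives mirror those of a sister screen read the other way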
MOR-DOR inv ag: inverse agonist of human OPRM1-OPRD1 heterodimerization; P35372+P41143; cell-based MOR-DOR heterodimer luminescence, inverse agonism; inhibition, % at 9.3 µM; 340,000 compounds, 0.21% hits; in the data active = inhibition above about 22%, passing the limit was not always enough;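 also: 0% = cells with DMSO and 100% = wells without cells with DMSO; values of inactives mirror those of a sister screen read the other way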
Ecoli viability: bacterial growth inhibition, counter-screen for AddAB inhibitors. E. coli V3065 growth, OD600 absorbance, 18 h. inhibition, % at 11.9 µM. 330,000 compounds, 0.27% hits;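 active = inhibition above the campaign's mean inhibition across all tested compounds plus 3 SD, cut at about 9.9% in these data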;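 also: uninfected addAB+ strain grown without phage in ampicillin broth; 0% = DMSO wells and 100% = ciprofloxacin 0.95 µg/ml wells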
* = called active by the depositor.

Results for COc1cc(CN2CCNC(=O)C2CC(=O)N(Cc2nccn2C)C(C)C)cc(OC)c1 (centres undefined) ?
PfHsp90 set2: 13.6; PKA-R2B act: -14.5; PKA-R1A act: -14.4; HTR5A inv ag: 15.2; Tat export inh: 0.9; AddAB inh: 0.0; Mot1-301 SUMO: 99.7; phage Ecoli inh: 0.0; MOR-DOR ag: -1.6; MOR-DOR inv ag: 8.3; Ecoli viability: 1.1

Results for CCc1nnc(NC(=O)CCC(=O)NC2CCCc3ccccc32)s1 (centres undefined) ?
PfHsp90 set2: 7.4; PKA-R2B act: -2.1; PKA-R1A act: -1.5; HTR5A inv ag: 0.4; Tat export inh: -1.5; AddAB inh: 5.0; Mot1-301 SUMO: 104.9; phage Ecoli inh: 2.1; MOR-DOR ag: -0.3; MOR-DOR inv ag: 1.6; Ecoli viability: -0.7

Results for CC(=O)N1CCOc2ccc(S(=O)(=O)NCc3ccccc3Cl)cc21 ?
PfHsp90 set2: -2.0; PKA-R2B act: -7.6; PKA-R1A act: -2.1; HTR5A inv ag: 4.2; Tat export inh: -1.1; AddAB inh: 2.9; Mot1-301 SUMO: 367.6; phage Ecoli inh: 1.8; MOR-DOR ag: -2.8; MOR-DOR inv ag: 15.2; Ecoli viability: -1.4

What do the screens show for `CCCCOc1ccc(C(=O)Nc2cccc(C)n2)cc1`?
PfHsp90 set2: 4.1; PKA-R2B act: -7.3; PKA-R1A act: -0.6; HTR5A inv ag: -16.1; Tat export inh: 21.2; AddAB inh: 2.0; Mot1-301 SUMO: 9.6; phage Ecoli inh: 2.7; MOR-DOR ag: 1.7; MOR-DOR inv ag: -9.2; Ecoli viability: -0.7

How did CC(/C=C1\SC(=S)N(NC(=O)c2ccc(O)cc2)C1=O)=C\c1ccccc1 do in these assays?
PfHsp90 set2: -32.7; PKA-R2B act: -3.6; PKA-R1A act: -4.8; HTR5A inv ag: 14.2; Tat export inh: 3.2; AddAB inh: 1.5; Mot1-301 SUMO: -9.8; phage Ecoli inh: 2.7; MOR-DOR ag: -1.3; MOR-DOR inv ag: 8.0; Ecoli viability: -0.6

What do the screens show for `CCCN(CCC)S(=O)(=O)c1ccc(C(=O)Nc2nnc(CSC)o2)cc1`?
PfHsp90 set2: -1.4; PKA-R2B act: -4.1; PKA-R1A act: -8.8; HTR5A inv ag: 4.5; Tat export inh: 3.2; AddAB inh: -3.1; Mot1-301 SUMO: -5.4; phage Ecoli inh: -2.7; MOR-DOR ag: -0.8; MOR-DOR inv ag: 4.0; Ecoli viability: -3.8

What do the screens show for `CCN(c1ccccc1)S(=O)(=O)c1ccc(C(=O)Nc2nnc(-c3ccco3)o2)cc1`?
PKA-R2B act: -0.5; PKA-R1A act: 0.7; HTR5A inv ag: -0.5; Tat export inh: -9.2; AddAB inh: -0.7; Mot1-301 SUMO: -7.9; phage Ecoli inh: 1.7; MOR-DOR ag: 5.0; MOR-DOR inv ag: -36.1; Ecoli viability: -6.9

Results for Cc1nnc(N/N=C/c2c(Cl)cccc2Cl)n1N ?
PfHsp90 set2: 11.9; PKA-R2B act: -4.2; PKA-R1A act: -1.0; HTR5A inv ag: -6.6; Tat export inh: -1.4; AddAB inh: 3.2; Mot1-301 SUMO: -5.0; phage Ecoli inh: 5.1; MOR-DOR ag: 3.2; MOR-DOR inv ag: -18.2; Ecoli viability: 0.2

Results for N#CCCN(C(=O)COc1ccc(F)cc1Br)c1ccccc1F ?
PKA-R2B act: -3.1; PKA-R1A act: -6.9; HTR5A inv ag: 5.0; Tat export inh: -4.4; AddAB inh: 0.2; phage Ecoli inh: -1.1; MOR-DOR ag: -2.9; MOR-DOR inv ag: 14.0; Ecoli viability: 1.1

How did CC(C)COc1ccc(/C=C2/Sc3ccccc3C2=O)cc1 do in these assays?
PfHsp90 set2: -1.6; PKA-R2B act: -4.3; PKA-R1A act: 4.1; HTR5A inv ag: -12.6; Tat export inh: -3.3; AddAB inh: 3.0; Mot1-301 SUMO: -9.9; phage Ecoli inh: 2.8; MOR-DOR ag: 2.2; MOR-DOR inv ag: -12.8; Ecoli viability: -0.6

What do the screens show for `O=C(Nc1cccnc1)c1ccc(Cl)c(S(=O)(=O)N2CCc3ccccc32)c1`?
PfHsp90 set2: 0.3; PKA-R2B act: -12.8; PKA-R1A act: 0.8; HTR5A inv ag: 9.6; Tat export inh: -2.3; AddAB inh: 0.3; Mot1-301 SUMO: -2.2; phage Ecoli inh: -0.8; MOR-DOR ag: -1.4; MOR-DOR inv ag: 6.2; Ecoli viability: 0.9

Results for Cc1noc(C)c1COc1ccc(C(=O)OCC(=O)Nc2ccc3ccccc3c2)cc1 ?
PfHsp90 set2: -5.1; PKA-R2B act: -1.2; PKA-R1A act: -2.6; HTR5A inv ag: -1.0; Tat export inh: -2.5; AddAB inh: 5.1; Mot1-301 SUMO: 386.4; phage Ecoli inh: 1.6; MOR-DOR ag: -1.1; MOR-DOR inv ag: 5.5; Ecoli viability: 0.8

Results for CCOc1ccc(OCCSc2nc3ccccc3c(=O)[nH]2)cc1 ?
PfHsp90 set2: 5.6; PKA-R2B act: -4.5; PKA-R1A act: -14.9; HTR5A inv ag: -24.3; Tat export inh: -6.7; AddAB inh: 0.2; Mot1-301 SUMO: -7.1; phage Ecoli inh: 2.7; MOR-DOR ag: 2.0; MOR-DOR inv ag: -10.6; Ecoli viability: -0.6

What do the screens show for `Cc1ccc(S(=O)(=O)Cn2nnnc2C(C(C)C)N2CCC(O)CC2)cc1` (centres undefined)?
PfHsp90 set2: 7.8; PKA-R2B act: -5.4; PKA-R1A act: -0.4; HTR5A inv ag: 8.4; Tat export inh: -4.9; AddAB inh: 2.9; Mot1-301 SUMO: -9.6; phage Ecoli inh: 1.8; MOR-DOR ag: -3.4; MOR-DOR inv ag: 18.1; Ecoli viability: -2.6

What do the screens show for `CCN(c1cccc(C)c1)S(=O)(=O)c1c(C)[nH]c(=O)[nH]c1=O`?
PfHsp90 set2: 22.7; PKA-R2B act: 0.4; PKA-R1A act: 5.6; HTR5A inv ag: -3.2; Tat export inh: -3.1; AddAB inh: -0.7; Mot1-301 SUMO: -7.9; phage Ecoli inh: 0.2; MOR-DOR ag: -1.7; MOR-DOR inv ag: 9.9; Ecoli viability: 0.4

What do the screens show for `CC12CCC(=O)N1C(C(=O)Nc1nc3c(F)cc(F)cc3s1)CS2` (centres undefined)?
PfHsp90 set2: 2.2; PKA-R2B act: -11.6; PKA-R1A act: -0.3; HTR5A inv ag: -2.4; Tat export inh: 1.4; AddAB inh: -0.8; Mot1-301 SUMO: 7.2; phage Ecoli inh: -1.0; MOR-DOR ag: 2.5; MOR-DOR inv ag: -10.1; Ecoli viability: 2.3

Results for O=c1c2cc(Cl)ccc2nc(-c2ccc([N+](=O)[O-])cc2)n1O ?
PfHsp90 set2: 2.3; PKA-R2B act: -5.8; PKA-R1A act: 8.5; HTR5A inv ag: 3.6; Tat export inh: 4.9; AddAB inh: -2.6; Mot1-301 SUMO: -6.5; phage Ecoli inh: 2.9; MOR-DOR ag: 1.3; MOR-DOR inv ag: -7.5; Ecoli viability: -1.3

Results for CN(C)CCNC(=O)NC(=O)c1ccc(Cl)cc1 ?
PfHsp90 set2: -10.1; PKA-R2B act: -6.2; PKA-R1A act: -12.2; HTR5A inv ag: 6.9; Tat export inh: -1.3; AddAB inh: 1.3; Mot1-301 SUMO: 503.1; phage Ecoli inh: 3.2; MOR-DOR ag: -4.9; MOR-DOR inv ag: 24.9; Ecoli viability: -0.6

Results for O=C(COC(=O)C1CC2CCCC(C1)C2=O)NNC(=O)c1ccccc1Br (centres undefined) ?
PfHsp90 set2: -12.9; PKA-R2B act: -9.0; PKA-R1A act: -1.8; HTR5A inv ag: 8.7; Tat export inh: 2.7; AddAB inh: 0.6; Mot1-301 SUMO: -12.2; phage Ecoli inh: 1.6; MOR-DOR ag: -3.7; MOR-DOR inv ag: 14.7; Ecoli viability: -0.7

What do the screens show for `O=C(CCC(=O)NC1CC1)Nc1nnc(C2CCCCC2)s1`?
PfHsp90 set2: 21.9; PKA-R2B act: -7.7; PKA-R1A act: -10.4; HTR5A inv ag: -17.5; Tat export inh: -4.2; AddAB inh: -1.1; Mot1-301 SUMO: -8.4; phage Ecoli inh: 0.3; MOR-DOR ag: -2.1; MOR-DOR inv ag: 11.8; Ecoli viability: 0.4

How did CC1(Cc2ccc3c(c2)OCO3)NC(=O)NC1=O (centres undefined) do in these assays?
PKA-R2B act: -6.2; PKA-R1A act: -10.3; HTR5A inv ag: -10.7; Tat export inh: -7.1; AddAB inh: 0.6; Mot1-301 SUMO: -8.7; phage Ecoli inh: 2.3; MOR-DOR ag: -0.4; MOR-DOR inv ag: 2.2; Ecoli viability: -1.1

How did C/C(=N\N(C)C)c1ccc(OCCOc2ccc([N+](=O)[O-])cc2)cc1 do in these assays?
PfHsp90 set2: -10.0; PKA-R2B act: -9.1; PKA-R1A act: 4.8; HTR5A inv ag: -0.7; Tat export inh: 4.5; AddAB inh: 4.9; Mot1-301 SUMO: 72.2; phage Ecoli inh: -3.0; MOR-DOR ag: 3.4; MOR-DOR inv ag: -27.6; Ecoli viability: 1.5

Results for Clc1ccc(Oc2ncnc3oc(-c4ccccc4)cc23)cc1 ?
PfHsp90 set2: -11.0; PKA-R2B act: -2.7; PKA-R1A act: -5.6; HTR5A inv ag: -1.1; Tat export inh: 5.4; AddAB inh: 4.3; Mot1-301 SUMO: 1.0; phage Ecoli inh: -0.8; MOR-DOR ag: -3.1; MOR-DOR inv ag: 13.1; Ecoli viability: 0.2

What do the screens show for `CC(=O)c1cccc(NC(=O)N(c2ccccc2)c2ccccc2)c1`?
PfHsp90 set2: 3.8; PKA-R2B act: 0.7; PKA-R1A act: 8.0; HTR5A inv ag: -1.5; Tat export inh: 0.7; AddAB inh: -1.0; Mot1-301 SUMO: -12.0; phage Ecoli inh: 0.8; MOR-DOR ag: -0.9; MOR-DOR inv ag: 4.3; Ecoli viability: 0.2

What do the screens show for `CCCCCCCC(=O)OC(CN1CCCCC1)CN1CCCC1=O` (centres undefined)?
PfHsp90 set2: -7.2; PKA-R2B act: 7.2; PKA-R1A act: -4.1; HTR5A inv ag: 16.0; Tat export inh: -12.2; AddAB inh: 2.7; Mot1-301 SUMO: 24.3; phage Ecoli inh: 1.9; MOR-DOR ag: -2.0; MOR-DOR inv ag: 11.3; Ecoli viability: 0.9

How did COc1ccc(NC(=O)CSc2nc(=O)n(CCN(C)C)c3c2CCCC3)cc1 do in these assays?
PfHsp90 set2: 31.6; PKA-R2B act: -16.3; PKA-R1A act: 3.4; HTR5A inv ag: 13.7; Tat export inh: -10.8; AddAB inh: 0.5; Mot1-301 SUMO: 175.7; phage Ecoli inh: 3.2; MOR-DOR ag: -2.0; MOR-DOR inv ag: 10.6; Ecoli viability: 0.8
